Keap1-Nrf2 PPI: Keap1-Nrf2 protein-protein interaction inhibitors, primary screen, biochemical, fluorescence polarization, single point; Kelch-like ECH-associated protein 1 (Homo sapiens), Q14145; Keap1 Kelch-Nrf2 peptide fluorescence polarization, 1536-well; inhibition, % at 9.4 µM; 0.15% of 340,000 active; AID 504523, 2011; in the data active = inhibition above about 12%;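 note: human Keap1 Kelch domain with fluorescein labeled Nrf2 9mer peptide probe; 0% = neutral control wells and 100% = peptide positive control; higher means more block of Keap1 binding to Nrf2 peptide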
Target sequence (Q14145 whole entry, looked up, the tested form may be a part): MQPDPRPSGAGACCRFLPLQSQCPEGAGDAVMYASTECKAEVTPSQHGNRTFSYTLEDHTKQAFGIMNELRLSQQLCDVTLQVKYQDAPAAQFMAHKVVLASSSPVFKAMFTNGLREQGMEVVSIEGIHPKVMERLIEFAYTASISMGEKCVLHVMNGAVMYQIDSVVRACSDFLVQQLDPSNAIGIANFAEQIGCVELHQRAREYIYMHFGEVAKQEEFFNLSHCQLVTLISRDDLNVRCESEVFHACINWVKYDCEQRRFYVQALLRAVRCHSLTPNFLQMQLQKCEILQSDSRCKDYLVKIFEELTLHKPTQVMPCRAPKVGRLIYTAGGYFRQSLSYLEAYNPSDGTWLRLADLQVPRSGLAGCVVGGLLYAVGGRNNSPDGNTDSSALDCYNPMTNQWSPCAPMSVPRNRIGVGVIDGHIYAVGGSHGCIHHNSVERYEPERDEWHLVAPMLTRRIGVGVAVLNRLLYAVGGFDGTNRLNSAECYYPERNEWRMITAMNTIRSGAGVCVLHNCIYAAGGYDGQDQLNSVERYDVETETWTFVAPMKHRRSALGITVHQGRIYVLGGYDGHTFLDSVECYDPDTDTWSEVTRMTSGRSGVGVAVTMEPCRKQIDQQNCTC
RTF Ca sens act: cardiac RTF calcium sensitivity activators, primary screen, biochemical, IANBD-TnC fluorescence, EC20 calcium; Troponin I, cardiac muscle (Homo sapiens) + Troponin T, cardiac muscle (Homo sapiens) + …; IANBD-labeled TnC RTF fluorescence at EC20 calcium; 0% EC20 calcium, 100% full calcium; activation, % at 7.2 µM; 0.24% of 340,000 active; AID 493008, 2010;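 active = activation above the mean over all tested compounds plus 3 SD, cut at about 30% in these data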;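 note: rise in fluorescence read as greater calcium sensitivity of cardiac thin filaments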
V-ATPase pH: regulators of yeast V-ATPase proton pumping, primary screen, pHLuorin cytosolic pH fluorescence. S. cerevisiae. response, % at 10 µM. 0.37% of 350,000 active; in the data active = response mostly above about 7.3%, no sharp cut-off; inactive = mostly below about 5.4%; note: actives read high; inactives centre near 0; some compounds called inactive have numbers as strong as hits; reference of the scale not given here
C-LANA FP: inhibitors of KSHV C-LANA binding to DNA, primary screen, biochemical, fluorescence polarization, FAM-LBS DNA, MBP-C-LANA, single point | inhibition, % at 9 µM | 0.078% of 340,000 active;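 active = highest replicate inhibition at or above 60% at 9 µM, even if other replicates fall short; inactive = all replicates below 60% inhibition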;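 note: 0% = neutral control wells and 100% = 4 µM acridine orange control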
Cardiac RTF inh: cardiac RTF calcium sensitivity inhibitors, primary screen, biochemical, IANBD-TnC fluorescence, EC70 calcium | AID 493244, 2011 | inhibition, % at 7.15 µM | 0.12% of 340,000 active | Troponin I, cardiac muscle (Homo sapiens) + Troponin T, cardiac muscle (Homo sapiens) + … | IANBD-labeled cardiac RTF, Ca2+ fluorescence;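 active = inhibition above the mean inhibition of all tested compounds plus 3 SD, cut at about 17% in these data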;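 note: assay run at fixed EC70 calcium of 1.6 mM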
DSG3 Ab inh: inhibitors of pemphigus antibody binding to DSG3, primary screen, biochemical, bead-based, flow cytometry, scFv-GFP | Desmoglein-3 (Homo sapiens), P32926 | DSG3-coupled beads, scFv-anti-DSG3-GFP binding; active compounds read low | binding (percent of control), % at 10 µM | 0.48% of 310,000 active;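 active = binding more than 3 SD below its plate's average and above zero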;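 note: hits lower antibody fragment binding to DSG3; some compounds called inactive have numbers as strong as hits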
Arr AP2 block: inhibitors of beta-arrestin/AP2 binding, primary screen, biochemical, GPCR trafficking, flow cytometry; inhibition, % at 10 µM; FITC-arrestin peptide / GST-AP2 beads; AP2 beta2 appendage carries R879A mutation; 0.31% of 340,000 active; AID 504490, 2011;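 active = inhibition above a set limit, near 3 SD of compounds lacking own fluorescence, cut at about 54% in these data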;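 note: plate controls were DMSO wells for no effect and 5 µM unlabelled arrestin peptide for full effect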
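Assay system: GST-AP2 R879A bound to glutathione beads, E. coli-expressed; Medium: PBS with 0.05% Tween 20 and 0.1% BSA; Also added: fluorescein-tagged arrestin peptide at 50 nM final; Timing: 12 min plus 1 h, RT; Measured by: flow cytometry, FL1 (488/535 nm); Evaluation: percent drop in bead-associated FITC signal.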
MOR-DOR ag: agonists of OPRM1-OPRD1 heterodimerization, primary screen, cell-based, luminescence. Mu-type opioid receptor (Homo sapiens) + Delta-type opioid receptor (Homo sapiens), …. cells. activation, % at 9.3 µM. 0.3% of 340,000 active; in the data active = activation above about 18%;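 note: 0% = vehicle-treated cells and 100% = reference agonist; values of inactives mirror those of a sister screen read the other way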
MOR-DOR inv ag: inverse agonists of MOR-DOR heterodimerization, primary screen, cell-based, luminescence | Mu-type opioid receptor (Homo sapiens) + Delta-type opioid receptor (Homo sapiens), … | inhibition, % at 9.3 µM | cell-based MOR-DOR heterodimer luminescence, inverse agonism | 0.21% of 340,000 active | AID 504357, 2011; in the data active = inhibition above about 22%, passing the limit was not always enough;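 note: 0% = cells with DMSO and 100% = wells without cells with DMSO; values of inactives mirror those of a sister screen read the other way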
Wnt bcat act: Wnt/beta-catenin pathway activators, primary screen, cell-based, plate reader, single point; Wnt/beta-catenin reporter cell assay, activator; activation, % at 9.35 µM; 1.2% of 300,000 active; in the data active = activation above about 30%, passing the limit was not always enough;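 note: 0% = neutral control wells and 100% = positive control wells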
An asterisk follows results filed as active; · = not tested or not shown.

SMILES	Keap1-Nrf2 PPI	RTF Ca sens act	V-ATPase pH	C-LANA FP	Cardiac RTF inh	DSG3 Ab inh	Arr AP2 block	MOR-DOR ag	MOR-DOR inv ag	Wnt bcat act
COc1ccc(CCNC(=O)C2(C)CCC(=O)N2CCC(C)C)cc1OC (stereo not drawn)	-2	4	-1	-0.3	-5	108	-6	1.6	-8	-1
CCOC(=O)c1cc2c(nc1C)-c1cc(Cl)cc(Cl)c1OC2O (stereo not drawn)	-8	-3	1	-0.3	6	103	3	6.0	-42	-2
CCCN(CCC)CCCNC(=O)c1cc2c(-c3ccc(OC)c(OC)c3)nn(C)c2s1	-2	-6	10	-7.9	-8	104	9	0.6	-3	0
COC(=O)/C(=C/c1ccc2c(c1)c1ccccc1n2C)NC(=O)c1ccccc1	1	-4	0	0.7	2	96	4	-0.6	4	·
CC#CCC(CC#CC)c1nc2ccccc2c(=O)n1N	-2	-13	-4	0.7	6	83	23	-4.2	21	4
COc1ccccc1/C=C/C(=O)Nc1cccnc1	0	-5	7	0.1	-9	113	-14	0.9	-5	11
COc1ccc(Br)cc1C1NC(=O)NC(C)=C1C(=O)N(C)C (stereo not drawn)	-1	2	5	-1.3	-5	·	0	0.4	-2	-4
CC(OC(=O)CCCCCN=C1NS(=O)(=O)c2ccccc21)C(=O)Nc1cc(Cl)cc(Cl)c1 (stereo not drawn)	-2	-2	-2	-0.6	-8	88	7	0.3	-2	-7
Cc1cc(OC(C)C(=O)NCc2cccnc2)c2c(C)c(C)c(=O)oc2c1 (stereo not drawn)	2	-7	1	0.9	0	95	-2	-4.0	20	0
C=CCNC(=O)/C(C#N)=C/c1c(N2CCN(c3ccc(OC)cc3)CC2)nc2c(C)cccn2c1=O	1	3	3	2.2	-1	105	2	-3.6	17	0
COc1cccc(NC(=O)COC(=O)C2CC3CCCC(C2)C3=O)c1 (stereo not drawn)	0	1	0	0.8	0	·	-4	-4.0	17	-1
CC(Sc1nnc(COc2ccc(Cl)cc2)n1Cc1ccccc1)C(=O)O (stereo not drawn)	-1	4	3	-1.7	-5	88	16	0.2	-1	3
Cc1nn(CCOc2ccccc2Cl)c(C)c1[N+](=O)[O-]	-3	1	-5	0.5	5	102	28	-1.0	5	-2
O=C(CSc1n[nH]c(=O)n1Cc1ccccc1)Nc1ccc(F)c(F)c1F	-2	2	-1	0.2	-1	100	24	0.9	-7	-5
CC(C)N(Cc1nc(-c2ccccc2)no1)C(=O)C(Cl)(Cl)Cl	5	-3	-5	0.7	-3	118	-2	5.9	-29	0
O=C(CCl)N(CCc1ccccc1)CCc1ccccc1	-1	5	2	-0.8	8	81	12	-0.9	5	-17
O=C(CNC1CC1)Nc1cc(C(F)(F)F)ccc1Cl	0	-2	2	-0.2	-5	101	28	-1.6	8	-2
Cc1ccc(-c2nn(-c3ccccc3)cc2C=O)o1	-3	1	0	-0.9	-5	105	-2	4.1	-21	46*
O=C(NCCc1ccccc1)c1ccc(Cl)c(S(=O)(=O)N2CCOCC2)c1	0	2	-2	-0.8	-1	108	10	-3.2	11	6
CN(CCCCCC(=O)/C=N/O)Cc1ccccc1	2	9	2	-1.7	12	99	6	-1.2	6	·

Continued; it opens with the 2 that closed the last part.
SMILES	Keap1-Nrf2 PPI	RTF Ca sens act	V-ATPase pH	C-LANA FP	Cardiac RTF inh	DSG3 Ab inh	Arr AP2 block	MOR-DOR ag	MOR-DOR inv ag	Wnt bcat act
O=C(NCCc1ccccc1)c1ccc(Cl)c(S(=O)(=O)N2CCOCC2)c1	0	2	-2	-0.8	-1	108	10	-3.2	11	6
CN(CCCCCC(=O)/C=N/O)Cc1ccccc1	2	9	2	-1.7	12	99	6	-1.2	6	·
O=C1CC(N(Cc2cccs2)C(=O)Nc2ccccc2)C(=O)N1c1ccc(Cl)cc1 (stereo not drawn)	-2	2	0	1.3	-2	98	-17	2.7	-14	2
O=C1C=C(Nc2ccc(O)cc2)C(=O)c2ccccc21	-3	1	0	-0.6	-1	95	1	6.5	-32	0
COc1ccc(NC(=O)Nc2cccc3c2O[C@H](CN(C)S(=O)(=O)c2cccs2)[C@@H](C)CN([C@H](C)CO)C3=O)cc1	-4	7	6	-4.3	-9	99	2	-0.8	5	0
Cc1ccc(-c2nc3cc(Br)cnc3nc2-c2ccc(C)cc2)cc1	-1	1	4	-1.0	-5	92	7	-1.7	8	-22
CC(C)OC(=O)CSc1nnc(CNc2ccc(Cl)cc2)n1C	-2	-5	-2	0.2	4	104	-11	-2.2	13	-2
CC(C)(C)C(=O)NC1CC2CCCC(C1)N2C(=O)Nc1ccccc1 (stereo not drawn)	-7	11	-2	-0.7	-4	119	11	-1.2	6	-1
Cc1nc2c([nH]c3ccc(Br)cc32)s1	0	-6	1	0.2	-5	96	-15	1.0	-5	-4
Cc1ccc(N(CC(=O)N2CCc3ccccc3C2)S(C)(=O)=O)cc1	0	-8	1	-1.2	3	126	1	-1.9	9	-2
O=C(/C=C/c1ccccc1)OCC(=O)N1CCN(c2ccccc2)CC1	-1	-8	8	0.4	-5	99	-9	-1.4	9	1
COC(=O)CCCNC(=O)CCc1nnc(-c2ccc(-c3ccccc3)cc2)o1	-2	26	-1	0.6	-6	118	12	0.3	-1	-1
C=CCSc1nc(-c2ccccc2)c2cc(Cl)ccc2n1	-8	-5	5	0.6	-4	108	5	-1.5	7	·
O=C(CS(=O)CC(=O)N(CC(=O)NC1CCCC1)c1ccc2c(c1)OCCO2)Nc1ccc(F)cc1 (stereo not drawn)	2	-4	1	0.4	-3	101	1	-3.0	13	·
COc1ccc(C2CC(c3ccc(Br)cc3)=NN2C(=O)CN2CCCC2)cc1 (stereo not drawn)	3	2	3	-1.0	-13	110	-7	-2.8	14	-6
CCOC(=O)C1=C(CC)Nc2ccccc2N=C1NC(=O)Nc1ccccc1OC	-7	-3	3	-1.9	1	·	-3	-1.5	10	·
c1ccc(N2CCN(CC3CCCCC3)CC2)cc1	-4	2	-5	5.2	-4	116	-3	2.3	-11	1
CC(/C=N/n1c(C2CCCCC2)n[nH]c1=S)=C\c1ccccc1	-1	0	0	-0.2	2	102	5	1.0	-5	·
C1CCC(OCCN2CCN(CCOC3CCCCC3)CC2)CC1	0	-1	-3	0.2	-5	104	-14	-0.2	1	4
O=C1OC(c2ccccc2)=N/C1=C/c1cccc(OC(=O)c2cccs2)c1	-6	-1	-2	-0.3	2	105	30	0.6	-4	·
N#CC1(NC(=O)CSc2nnc(COc3ccccc3F)n2N)CCCCC1	0	4	5	0.1	3	102	-1	-1.5	8	0
NS(=O)(=O)c1cc(C(=O)OCC(=O)Nc2ccccc2[N+](=O)[O-])ccc1Cl	2	1	0	1.0	-18	116	-5	0.6	-3	2
Cn1c2c(c(=O)n(C)c1=O)C(C(F)(F)F)(C(F)(F)F)N=C(c1ccc(Cl)cc1)N2	-1	-2	-2	-0.6	-3	98	4	-1.0	5	·
Cc1c(-c2nn(C)c(=O)c3ccccc23)oc2ccc(F)cc2c1=O	-4	-2	1	1.1	-10	101	21	2.1	-12	·
O=C(NC1CC1)c1ccc(COc2ccc(F)cc2)o1	-1	2	1	0.5	-4	111	-5	-2.9	16	·
Cc1ccc(C(=O)C[n+]2ccc3ccccc3c2)cc1	0	2	1	-0.8	-12	110	24	0.2	-1	1
COc1ccc(S(=O)(=O)N2CCN(CCO)CC2)cc1-c1nnc2c3ccccc3c(C)nn12	-3	-6	2	1.2	-1	99	14	-2.0	12	-1
CN(Cc1ccccc1)C(=O)c1ccc(NC(=O)C2=CSCCO2)cc1	-2	1	2	-1.2	-7	105	11	-2.8	14	6
O=C(CC1C(=O)NCCN1Cc1cccc(Oc2ccccc2)c1)NCC1CCOCC1 (stereo not drawn)	-7	2	5	1.4	-19	110	3	-1.5	10	·
COc1ccc2ncc(S(=O)(=O)c3ccccc3)c(N3CCC4(CC3)OCCO4)c2c1	-1	-7	0	1.3	3	·	-6	-3.7	19	·
Cc1cc(-c2nnc(SCC(=O)Nc3ccccc3C)n2N)n[nH]1	-7	1	4	2.6	2	100	-9	-1.7	9	-1
CC1=CSC2=NC(C(F)(F)F)(C(F)(F)F)NC(=O)N12	1	-8	-1	-2.6	-3	111	-2	-3.1	17	-2
Cc1cccc(Nc2nnc(SC/C(O)=C(\C#N)c3nc4ccccc4[nH]3)s2)c1C	-2	-20	-2	1.9	-24	117	-1	-3.0	16	·
O=C(CSc1nccc(=O)[nH]1)Nc1ccc(N2CCOCC2)c(Cl)c1	-3	2	0	1.6	-3	129	-6	-0.1	1	-2
O=C(NC(=S)Nc1nc2ccccc2s1)c1cccs1	1	2	4	0.7	-32	95	-5	-1.5	9	26
O=c1[nH]cnc2onc(-c3ccc(F)cc3)c12	2	-3	-1	4.2	-1	93	-10	-2.8	12	0
C[C@H](NS(=O)(=O)c1ccc(Cl)cc1)C(=O)OCC(=O)N1CCOCC1	1	-2	-1	0.6	-6	·	-5	-2.7	10	-3
CCOC(=O)/C(C#N)=C1\C=CN(C)C(C)=N1	1	-2	-8	-0.3	4	·	19	-1.2	7	·
COc1cc(OC)c(/C=N/NC(=O)c2ccncc2)c(OC)c1	-4	-4	-3	4.7	-3	110	9	-2.8	14	0
Cc1ccc(/C=C2\CC(C)CC3=C2NC(=S)NC3c2ccc(C)cc2)cc1 (stereo not drawn)	1	-3	-4	-0.7	-7	88	1	-3.2	17	-1
CCn1cc(C(=O)N2CCN(c3cccc(C)c3C)CC2)c(=O)c2ccc(C)nc21	0	2	-2	-0.4	4	99	26	-2.0	10	-1
COc1ccc(NC(=O)NNC(=O)c2ccccc2-n2cccc2)cc1OC	-3	11	3	0.7	-4	100	33	-0.8	4	-1
CCc1ccc(C(=O)NCc2ccc(Cl)cc2Cl)cc1	-4	-1	1	-0.2	-8	120	-7	0.8	-4	-4
O=C(CCS(=O)(=O)c1cccc2nsnc12)NCc1ccccc1Cl	1	4	-3	0.6	0	81	-2	-2.0	11	-5
COCc1ccc(C(=O)N2CCC(CCC(=O)Nc3cccc(C)c3)CC2)s1	-3	7	0	2.2	0	114	-9	-2.1	9	0
